Bioassay records (PubChem)
D3 ag: qHTS of D3 Dopamine Receptor Agonist: qHTS. D(3) dopamine receptor (Homo sapiens), P35462. D3R DiscoveRx beta-arrestin cells, luminescence, 90 min. max activation, %. 0.58% of 410,000 active. AID 652048, 2013; in the data active = max activation above about 30%; note: 0% is about no effect; mostly tested at two doses, the higher about 12 µM
Target sequence (P35462 whole entry, looked up): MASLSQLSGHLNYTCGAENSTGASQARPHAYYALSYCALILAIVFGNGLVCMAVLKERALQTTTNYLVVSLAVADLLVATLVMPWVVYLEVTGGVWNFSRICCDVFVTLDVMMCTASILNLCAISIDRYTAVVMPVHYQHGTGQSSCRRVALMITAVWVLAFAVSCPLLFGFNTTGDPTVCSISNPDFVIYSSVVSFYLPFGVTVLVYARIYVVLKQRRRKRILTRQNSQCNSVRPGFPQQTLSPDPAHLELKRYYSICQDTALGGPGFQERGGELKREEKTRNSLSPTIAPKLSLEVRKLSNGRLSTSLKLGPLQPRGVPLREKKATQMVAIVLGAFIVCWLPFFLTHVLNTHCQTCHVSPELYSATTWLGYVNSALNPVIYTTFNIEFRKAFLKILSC
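Agonist mode: compounds and dopamine controls were applied to plated cells for 90 min at 37 degrees C after an overnight attachment at 1500 cells/well. Luminescent read-out followed 30 - 60 minutes at room temperature with DiscoveRx detection reagent.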
EPAC2 antagonist: qHTS for Antagonist of cAMP-regulated guanine nucleotide exchange factor 2 (EPAC2): primary screen; EPAC2 GEF exchange of Rap1B-BODIPY-GDP, fluorescence; 0.18% of 360,000 active; Potency, µM (top dose mostly 114 µM), without a hit: at the highest dose activity, negative = inhibition, most hits filed as inhibitors; Rap guanine nucleotide exchange factor 4 (Homo sapiens), Q8WZA2; note: potency is the fitted concentration of half-maximal effect; % is set by controls: 0 for no effect and ±100 for the full control effect; nearly all actives have a fitted effect of over 45% in size; many of its hits are not listed in these tables
EPAC2 ag: qHTS for Agonist of cAMP-regulated guanine nucleotide exchange factor 4 (EPAC2): primary screen; Potency, µM (highest dose often 154 µM), inactives show at the top dose activation, actives largely listed as activators; EPAC2 activation, biochemical qHTS; response scale: 100% = 6.5 mM cAMP response; 0.079% of 360,000 active; note: potency is the fitted concentration of half-maximal effect; nearly all actives have a fitted effect of over 50% in size
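EPAC2 (100 nM) mixed with Rap1B loaded with BODIPY-GDP (250 nM) plus 50 uM unlabeled GDP; compounds pinned in, 5 min RT, then read every 5 min for 30 min (ex 480, em 540 nm). Normalized to cAMP control.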
TDP43 rescue: qHTS of TDP-43 Inhibitors | Potency, µM (doses to about 46.1 µM), for inactives: at the top dose growth rescue (activation), most hits filed as activators | AID 652104, 2013 | TDP-43 expressing yeast growth rescue, BacTiter-Glo, 24 h | 1.8% of 410,000 active; note: potency is the fitted concentration of half-maximal effect; % of control where 0% means no effect; nearly all actives have a fitted effect of over 50% in size
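Luminescence from BacTiter-Glo reports growth of TDP-43-expressing yeast after 24 hr at 30 deg C with compound. Cells were raffinose-pregrown to mid-log, then seeded in galactose medium at OD600=0.02.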
Abeta yeast res: qHTS for compounds that reverse cellular toxicity of Amyloid beta (A-beta) peptide in yeast: Primary Screen; AID 1347071, 2019; Potency, µM (titrated, usually from 46.1 µM), without a hit: top-dose growth rescue, most hits filed as activators; yeast expressing A-beta42, growth rescue, OD600, 48 h; response scale: 0% DMSO, 100% iron-clioquinol control; 0.063% of 410,000 active; note: potency is the fitted concentration of half-maximal effect; nearly all actives have a fitted effect of over 55% in size
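Growth rescue measured by 600 nm absorbance after 48 h yeast culture at 30 C with compound. Values normalized between DMSO and an equimolar ferric chloride plus clioquinol control.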
aSyn yeast inh: qHTS of alpha-syn Inhibitors; AID 652106, 2013; 0.14% of 370,000 active; Potency, µM (series often up to 46.1 µM), without a hit: at the highest dose growth rescue (activation), hits mostly activators; Yeast expressing alpha-synuclein, growth rescue, BacTiter-Glo, 24 h; note: potency is the fitted concentration of half-maximal effect; % of control where 0% means no effect; nearly all actives have a fitted effect of over 65% in size
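Galactose-induced alpha-syn yeast (OD600=0.02, raffinose-pregrown) + pinned cpd, 24 hr, 30 deg C; growth by BacTiter-Glo luminescence. Growth restoration scores as activation.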
DRD3 antagonist: qHTS of D3 Dopamine Receptor Antagonist: qHTS | D3R cells, DiscoveRx beta-arrestin luminescence, antagonist mode; active compounds read low | D(3) dopamine receptor (Homo sapiens), P35462 | max response, negative = inhibition, % | AID 652054, 2013 | 2.5% of 360,000 active; in the data active = max response below about -50%; inconclusive = no clear call, values can overlap the other calls; note: % is set by controls: 0 for no effect and ±100 for the full control effect; mostly tested at two doses, the higher about 12 µM
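Cells plated overnight at 1500 cells/well, then exposed to library compounds with dopamine controls for 90 minutes at 37 degrees C. DiscoveRx reagent added for 30–60 minutes at room temperature; luminescence read, quantitative HTS format.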
FUS yeast rescue: qHTS for Suppressors of FUS Proteinopathy: Primary screen using FUS-linked yeast assay. 0.24% of 390,000 active. S. cerevisiae FUS-expressing, growth rescue, OD600, 24 h. Potency, µM (doses to about 76.6 µM), for inactives: at the top dose growth rescue (activation), actives largely listed as activators;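 note: potency is the fitted concentration of half-maximal effect; plate controls were DMSO vehicle for no effect and reference control for full effect; nearly all actives have a fitted effect of over 55% in size; some results filed as inactive show a strong effect at the top dose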
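Absorbance at 600 nm, taken 24hr after compound addition, measured rescue of FUS-yeast growth at 30C. Induction used 2% galactose with seeding at OD 0.005. Controls: CP55940 from 92uM final, DMSO only.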
An asterisk follows results filed as active; ? = inconclusive; nt = no result given; & = joins results of further samples; [ ] = another dose, or the depositor's remark. Unless noted, calls come from the whole dose curve; as a rule, active = well fitted curve in the direction sought with a large enough effect; inconclusive = small, poorly fitted or top-dose-only effect, or another doubt; inactive = no such curve, though single readings can be large; an effect the other way counts as inactive or inconclusive.

Order of results: D3 ag, TDP43 rescue, FUS yeast rescue, DRD3 antagonist, EPAC2 ag, aSyn yeast inh, Abeta yeast res, EPAC2 antagonist
C=CCn1cnc2c(nnn2-c2ccc(OC)c(OC)c2)c1=O
  1, 21%, 5%, 8, 2%, -8%, 3%, 7%
CCOC(=O)COc1ccccc1/C=N/Nc1nnc2c3ccccc3n(C)c2n1
  10, 13%, 11%, 4, -6%, 0%, 2%, -4%
CCOC(=O)C1(C)/C(=N/Nc2cccc(Cl)c2)C(=O)C(=O)N1c1ccccc1 (stereo not given)
  -7, -6%, 12%, -75*, -23%, -3%, 13%, 7%
CC(C)C1C(=O)N(Cc2cn(CCC3OCCCO3)nn2)CCS(=O)(=O)N1Cc1ccc(-c2ccncc2)cc1 (stereo not given)
  -6, 19%, 23%, -7, -4%, -5%, 3%, -1%
C[C@@H]1[C@H]2CCCC[C@H]2CN(C(=O)OC(C)(C)C)[C@@H]1CC(=O)c1ccccc1
  -9, -5%, 21%, 0, 10%, -2%, -9%, -13%
COc1cccc(NC(=O)CN(C)C(=O)CCCc2c[nH]c3ccccc23)c1
  -7, 5%, 13%, -10, 8%, -6%, 1%, -8%
CCn1c(SCC(=O)Nc2oc(C)c3c(C)n[nH]c(=O)c23)nnc1-c1ccco1
  4, 19%, -3%, 15, 2%, 5%, 7%, 1%
CCN1CCC[C@H]1CNCCCn1cnc2c(SC)ncnc21
  1, ?, 10%, 5, -4%, 0%, 9%, 1%
Cc1ccc2nc(C(C)(C)C)c(Cc3ccsc3)n2c1
  -9, 8%, -12%, -107*, 10%, 2%, -9%, 3%
Cc1c(O)nc(SCC(=O)Nc2ccc(Cl)cc2Cl)n(-c2ccc(F)cc2)c1=O
  -2, 9%, -3%, nt, nt, nt, 2%, nt
COCCN(CC(=O)NCc1ccc(F)cc1)C(=O)CCC(=O)Nc1nccs1
  2, 21%, -13%, -9, 3%, 6%, 10%, 5%
Cc1ccc(OCC(=O)N/N=C/c2cccnc2)cc1C
  6, 20%, -4%, -2, 7%, -1%, -8%, -2%
Cc1ccc(NC(=O)Nc2ccccc2)cc1[N+](=O)[O-]
  -4, 18%, -12%, 7, 0%, 4%, 13%, 4%
O=C(CSc1ncc(CO)n1Cc1ccc(Cl)cc1)NCc1ccc(F)cc1
  4, 28%, -2%, nt, nt, 1%, -16%, nt
COc1ccc(C(=O)Cn2c(Br)nc3c2c(=O)n(C)c(=O)n3C)cc1OC
  0, 4%, 15%, -19, 6%, -4%, 0%, 22%
Cc1ccc(NC(=O)Cn2nnc3ccccc3c2=O)cc1
  -2, -21%, 4%, -3, -4%, -1%, 1%, -2%
CSCCC(NC(=O)COc1ccccc1)C(=O)N1CCOCC1 (stereo not given)
  3, 14%, -8%, 18, 7%, -8%, -2%, -1%
CC1=CSC2=NC(=O)/C(=C\c3cccn3-c3ccc([N+](=O)[O-])cc3)C(=N)N12
  5, 13%, nt, ?, 1%, -16%, 5%, -2%
CCOc1ccc(NC(=O)CSc2nnc(-c3cc(C)[nH]n3)n2N)cc1
  2, -7%, 8%, -5, 0%, -2%, 10%, -1%
CC(C)[C@H]1COCCS(=O)(=O)N1Cc1ccccc1-c1cccc(Cl)c1
  -2, ?, 19%, 12, 13%, 13%, -9%, -1%
Cc1ccc(C(=O)N/C(=C\c2ccccc2)C(=O)OCc2ccccc2)cc1
  -4, -11%, 29%, 1, -1%, -19%, 2%, -1%
COc1ccc2[nH]c(C(=O)N3CCN(Cc4ccccc4)CC3)cc2c1OC
  -11, -10%, -15%, 0, 7%, 1%, 10%, -3%
O=C(c1ccccc1)c1ccc(Oc2ccc([N+](=O)[O-])cc2[N+](=O)[O-])cc1
  -7, ?, -13%, -30, 10%, 0%, -48%[inhibitor], 0%
CC1(C)CC(N(Cc2ccccc2)C(=O)Cc2ccccc2)CCO1 (stereo not given)
  4, 0%, -27%, 5, 3%, 11%, 17%, -6%
O=C(CN1CCN(C(=O)c2ccco2)CC1)Nc1c2c(nc3c1CCC3)CCCC2
  2, 3%, 5%, 22, 9%, 1%, 12%, 1%
Cn1c(=O)c2cc(NC(=O)Cc3ccccc3F)ccc2n1-c1ccc(C(C)(C)C)cc1
  -19, 30%, ?, ?, 7%, ?, -5%, -3%
Cc1ccc(CN(C)C(=O)CSc2nnc3n2CCCCC3)c(C)c1
  -4, -2%, nt, 2, 4%, -5%, 3%, -6%
COc1cc(CNC(=O)c2cnccn2)cc(OC)c1
  -3, 17%, -4%, -2, 2%, 0%, -9%, 6%
NC1=NN(c2cccc(C(=O)O)c2)C(=O)C1
  12, -8%, 19%, 6, 1%, 1%, 5%, 4%
Oc1ccccc1/C=N/Nc1ccccc1
  -2, -15%[0.397 µM], 16%, 8, 8%, 8%, 11%, -3%
COc1ccc(NC(=O)N2CCOCC2)cc1OC
  -2, -4%, 11%, -17, -2%, -2%, 11%, 4%
Cc1cccc(NC(=O)c2ccccc2OCC(=O)N2CCOCC2)c1C
  1, -12%, 9%, 49, 3%, 0%, 9%, 6%
COc1ccccc1C(=O)NCC(=O)OCC(=O)Nc1cccc(S(=O)(=O)N2CCCCCC2)c1
  -6, 7%, 36%, -10, 30%, -5%, -8%, -5%
COc1cc(/C=C2/N=C(C3CCCCC3)OC2=O)cc(OC)c1OC
  -4, ?, 30%, -69*, -1%, -2%, 4%, 7%
CC1CCN(C(=O)COC(=O)c2ccc3c(c2)OCO3)CC1
  4, 19%[9.22 µM], 1%, -2, 9%, 2%, -7%, -1%
Cc1ccc(C(=O)NCC(=O)OCC(=O)NCCc2ccccc2)s1
  4, 2%, 3%, 2, -2%, -3%, 4%, -4%
COc1ccc(CN2C(=O)C(CC(=O)NCc3cccc4ccccc34)CC(C(=O)N(C)C)=C2C)cc1 (stereo not given)
  3, 17%, -10%, -24, -1%, -19%, -11%, 3%
Cc1ccccc1OCCn1cnc2cc([N+](=O)[O-])ccc2c1=O
  0, -11%, 31%, 20, -2%, -5%, 19%, 18%
COc1ccccc1/C=N/NC(=O)c1ccccc1NS(=O)(=O)c1ccc(C)cc1
  3, 15%, nt, 11, 10%, 0%, -1%, 0%
C=CCN(CC=C)C(=O)c1ccc(OC2CCN(S(=O)(=O)N(C)C)CC2)cc1
  0, -5%, -2%, 10, 10%, 2%, 2%, -5%
O=C(CN(Cc1ccccc1)C(=O)c1cc2c(s1)CCC2)NCc1cccs1
  0, 18%, 31%, -18, 1%, 1%, -47%[inhibitor], -6%
Cc1ccc(-n2c(SCC(=O)N(C)C3CCS(=O)(=O)C3)nc3ccccc3c2=O)cc1 (stereo not given)
  0, -9%, 18%, 3, 2%, 16%, 8%, 7%
Cc1cccc(N(C)C(=O)CS(=O)(=O)c2cccc3nsnc23)c1
  3, ?, -16%, nt, nt, 1%, -6%, nt
C[C@@H]1CN([C@H](C)CO)C(=O)c2cc(NC(=O)Nc3ccc(F)cc3)ccc2O[C@H]1CN(C)C(=O)Nc1ccc(C(F)(F)F)cc1
  14, 7%, ?, -12, 6%, 3%, 3%, 3%
COc1ccc(NC(=O)COC(=O)c2ccc3c(c2)OCO3)c(OC)c1
  2, 14%, -8%, 6, 7%, 0%, ?, -15%
O=C(O)CC1S/C(=N/N=C/c2ccc([N+](=O)[O-])cc2)N(c2ccc(O)cc2)C1=O (stereo not given)
  2, 15%, 17%, 6, 2%, 0%, -8%, -1%
COc1cc(OC)c(C=CC(=O)c2ccccc2O)c(OC)c1
  1, 12%, 6%, -22, 8%, -7%, -10%, 4%
O=C(NC(=S)NNC(=O)c1ccccc1O)c1cccs1
  37*, -65%[inhibitor], 61%, 1, 15%, 23%, 5%, 4%
COc1ccc(NC(=O)c2ccco2)cc1NC(=O)COc1ccccc1
  0&5, 5%&24%, 0%&-5%, 7, 13%, -4%, -8%&-1%, -7%
O=C(Cn1c(C(F)(F)F)nc2ccccc21)OCC(=O)c1c[nH]c2ccccc12
  2, 15%, nt, 3, 20%, -3%, 3%, -11%
CCCCNC(=O)Nc1ccccc1C(=O)NCc1ccco1
  -6, -10%, 6%, -12, 14%, 0%, -8%, -4%
COCCn1c(-c2ccccc2)cnc1SCC(=O)Nc1cccc2ccccc12
  -7, 24%, nt, 10, 9%, -3%, -7%, -9%
CCOC(=O)c1cnc2c(cnn2C)c1NCc1ccc(OC)cc1
  6, nt, 22%, 16, -6%, 0%, -1%, 6%
CCCCCn1c(SC(C)C(C)=O)nc2c1c(=O)[nH]c(=O)n2C (stereo not given)
  4, 21%, -15%, 0, 5%, 1%, 1%, -12%
O=[N+]([O-])c1cccc(COc2ccccc2CN2CCOCC2)c1
  -24, 11%, -12%, -2, 11%, 2%, -1%, -5%
COC(=O)[C@@H]1C[C@@H]2CC[C@@H](O)C[C@@H]2N1Cc1ccccc1OS(=O)(=O)c1ccc(C)cc1
  12, -8%, 24%, 2, 1%, 2%, 1%, 0%
CCOc1ccc(OCC)c(S(=O)(=O)n2ccnc2C)c1
  -11, ?, -24%, -17, 1%, ?, -47%[inhibitor], -6%
CCC1CCCCN1C(=O)CSc1nnc(CNC(=O)c2cc(OC)c(OC)c(OC)c2)o1 (stereo not given)
  -3, 5%, 10%, -6, -5%, -1%, 1%, 14%

An excerpt (hit frequency here may not be typical).
